Screening data as filed in PubChem.
D1 potentiator: human D1 dopamine receptor positive modulation; P21728; HEK293 TREx D1 cells, calcium flux, dopamine EC20 potentiation; potentiation, % at 10 µM; 0.036% of 360,000 active; in the data active = potentiation above about 30%; also: 0% is about no effect
TRHR PAM: TRH receptor (human) allosteric enhancement; P34981; enhancement, % at 2 µM; TRHR cells, fluo-8 calcium fluorescence, EC20 TRH enhancement; 0.66% of 360,000 active; AID 493056; in the data active = enhancement above about 30%; also: 0% is about no effect
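Enhancer read-out: after compound pinning and an initial kinetic agonist-mode read, an EC20 of TRH (10 nM final) was injected and fluo-8 calcium signal (Ex 480/Em 530) followed at 1 s/cycle for 100 cycles in TRHR-expressing cells.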
RXFP1 antag: antagonists of human relaxin receptor RXFP1; HEK293-RXFP1, relaxin-stimulated cAMP HTRF, 30 min; active compounds read low; AID 1259400; activity change, negative = inhibition, % at 57.5 µM; 0.59% of 350,000 active;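 active = activity change of -60% or lower, but not beyond a set lower limit; inconclusive = change between -60% and -40%, or beyond the set limit; inactive = change above -40%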; also: % is scaled to controls: 0 for no effect and ±100 for the full control effect
Target sequence (Q9HBX9 whole entry, looked up): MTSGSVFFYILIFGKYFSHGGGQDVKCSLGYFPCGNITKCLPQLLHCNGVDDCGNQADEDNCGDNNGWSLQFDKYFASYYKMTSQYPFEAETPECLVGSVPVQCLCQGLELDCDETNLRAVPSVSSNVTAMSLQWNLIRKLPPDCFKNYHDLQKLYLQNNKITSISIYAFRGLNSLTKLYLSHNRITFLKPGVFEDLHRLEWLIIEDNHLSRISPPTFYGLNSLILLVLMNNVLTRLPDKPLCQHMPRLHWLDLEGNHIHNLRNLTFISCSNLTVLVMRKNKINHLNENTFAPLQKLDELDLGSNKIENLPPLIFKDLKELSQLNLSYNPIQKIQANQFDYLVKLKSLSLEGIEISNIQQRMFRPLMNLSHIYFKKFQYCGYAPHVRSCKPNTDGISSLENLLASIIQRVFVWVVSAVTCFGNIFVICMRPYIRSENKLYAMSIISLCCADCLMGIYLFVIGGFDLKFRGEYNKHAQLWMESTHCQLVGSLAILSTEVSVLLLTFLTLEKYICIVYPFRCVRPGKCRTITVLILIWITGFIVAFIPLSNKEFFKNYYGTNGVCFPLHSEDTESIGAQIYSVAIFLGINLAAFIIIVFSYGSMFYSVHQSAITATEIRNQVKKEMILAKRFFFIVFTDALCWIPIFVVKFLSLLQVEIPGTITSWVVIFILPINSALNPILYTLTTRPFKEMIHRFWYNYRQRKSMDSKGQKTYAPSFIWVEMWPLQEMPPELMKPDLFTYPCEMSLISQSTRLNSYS
TRHR ag: agonists of human TRH receptor. P34981. TRHR cells, calcium flux fluo-8, FDSS agonist mode. activation, % at 2 µM. 0.18% of 360,000 active. AID 493084; in the data active = activation above about 30%; also: 0% is about no effect
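In this calcium-flux screen, cells bearing human TRHR are dye-loaded with fluo-8, baselined for 10 cycles, then exposed to library compounds; positive kinetic calcium responses during the agonist phase mark hits, with TRH as control.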
RXFP1 ag: RXFP1 (human) receptor agonism; Q9HBX9; AID 2676; Potency, µM (titrated, usually from 57.5 µM), for the others: at the highest dose activation, most hits filed as activators; 0.3% of 370,000 active; HEK293T-RXFP1 cAMP TR-FRET, 30 min; response scale: percent of porcine relaxin response, buffer zero; also: potency is read from the fitted curve at half-maximal effect; % is scaled to controls: 0 for no effect and ±100 for the full control effect; nearly all actives have a fitted effect of over 60% in size; many of its hits are not listed in these tables
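HEK293T cells stably expressing RXFP1 were pretreated with the PDE4 inhibitor Ro 20174, exposed to compounds for 30 min at 37C, lysed, and cAMP was read by TR-FRET. Data normalized to buffer (basal) and 29 nM porcine relaxin (100%).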
D2 PAM: positively modulates the human D2 dopamine receptor allosterically. HEK293 T-REx D2, calcium flux, EC20 dopamine potentiation. AID 485347. potentiation, % at 10 µM. 0.34% of 340,000 active;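 active = potentiation over 3 SD above the plate norm, cut at about 30% in these data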; also: 0% is about no effect
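Tetracycline-induced Hek293 Trex D2 cells, force-coupled to calcium, loaded with no-wash calcium dye. Compound added with 180 s kinetic read for agonism, then EC20 dopamine and a further 180 s read for potentiation.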
Anesthetic bind: binds horse apoferritin like a general anesthetic | P02791 | apoferritin/1-aminoanthracene competitive binding, fluorescence | Potency, µM (highest dose often 77.5 µM), for inactives: at the highest dose activity change, negative = displacement, usual class: inhibitors | 0.074% of 350,000 active | AID 485281; also: potency is read from the fitted curve at half-maximal effect; % is scaled to controls: 0 for no effect and ±100 for the full control effect; nearly all actives have a fitted effect of over 20% in size
Target sequence (P02791 2-175 limits assumed): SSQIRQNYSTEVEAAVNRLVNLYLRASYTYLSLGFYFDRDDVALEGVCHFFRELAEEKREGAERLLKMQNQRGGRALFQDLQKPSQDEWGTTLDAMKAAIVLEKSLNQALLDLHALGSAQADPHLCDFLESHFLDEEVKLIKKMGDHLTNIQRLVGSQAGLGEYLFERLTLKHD
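Read-out: endpoint 1-AMA fluorescence, excitation 380 nm and emission 535 nm, after compounds sit 10 min at room temperature with 10 uM horse-spleen apoferritin in 50% saturated 1-AMA/PBS. Values come from four-parameter Hill fits.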
D1 agonist: agonists of human D1 dopamine receptor | P21728 | HEK293 T-REx D1 cells, calcium flux, agonist mode | activation, % at 2 µM | 1% of 360,000 active; in the data active = activation above about 30%; also: 0% is about no effect
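Agonism was scored from calcium flux recorded over 180 s (1 read/s) after pintool compound addition, following a 10-cycle baseline. Cells were inducible force-coupled HEK293 TREx D1, plated overnight at 30 C and loaded with no-wash calcium dye.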
D1 antagonist: antagonists of human D1 dopamine receptor; AID 504652; P21728; HEK293 TREx D1 cells, calcium flux, dopamine EC80; active compounds read low; activity change, negative = inhibition, % at 10 µM; 3.2% of 360,000 active; in the data active = activity change below about -30%; also: % is scaled to controls: 0 for no effect and ±100 for the full control effect
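Inducible Hek293 Trex D1 cells (tetracycline, overnight, 30 C). Calcium dye 30–90 min RT. Antagonist mode: EC80 dopamine added after 180 s compound read.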
Active calls of the source: *; ? = inconclusive; / = not tested or not shown; & = joins results of further samples; [ ] = remark or other dose. Unless noted, calls follow the shape of the dose curve; as a rule, active = well fitted curve in the direction sought with a large enough effect; inconclusive = small, poorly fitted or top-dose-only effect, or another doubt; inactive = no such curve, though single readings can be large; an effect the other way counts as inactive or inconclusive.

SMILES	D1 potentiator	TRHR PAM	RXFP1 antag	TRHR ag	RXFP1 ag	D2 PAM	Anesthetic bind	D1 agonist	D1 antagonist
O=C(Nc1nc2ccccc2n1Cc1ccc(Cl)cc1)c1ccco1	-4	-4	8	0.3	21%	-1	-18%	0	-20
COCCNC(=S)NNc1ccc(Cl)c(C(=O)O)c1	2	-7	4	0.6	0.6%	3	0%	2	3
COc1ccc(Cc2nnc(SCC(=O)Nc3ccc(C)cc3C)[nH]c2=O)cc1	3	2	0	0.0	0.2%	2	/	2	-9
CCc1cc2c(=O)c(-c3ccc4c(c3)OCO4)coc2c(CN(C)C)c1O	-5	-5	11	0.0	-0.1%	13	-1%	1	7
C=C(C)C1CCC(C)=C1COC(=O)Nc1ccccc1 (configuration not stated)	-1	-4	/	0.3	4.9%	8	?	1	-2
O=C(O)C1(O)C[C@H](O)C(O)[C@@H](O)C1 (some centres not stated)	-6	13	/	0.2	-0.9%	9	/	-1	-8
CCn1cc(CCC(=O)NCc2cccc(OC)c2OC)c2ccccc21	0	5	-6	-2.0	0.5%	-7	-3%	3	-10
C=CCN(C(=O)Nc1ccc2c(c1)nc(C)n2C)c1ccccc1	-9	3	5	0.7	6.2%	15	4%	3	-22
CCN(Cc1ccccc1)S(=O)(=O)c1cc(C(=O)NC2CCCCCC2)ccc1OC	-5	-16	-4	0.5	0.6%	-9	41%[activator]	8	14
O=C(O)/C=C/C(=O)Nc1ccc(O)cc1	-4	-3	2	0.2	-1.7%	-3	-2%	1	-15
CCn1c(SCC(=O)N2CCN(C(=O)c3ccco3)CC2)nnc1C(C)C	-1	6	-2	0.1	2.4%	-1	-3%	0	-14
CCN(CC)c1ccc(-c2nnc(SCC(=O)Nc3ccccc3C#N)n2-c2ccccc2)cc1	11	-12	-27	0.1	2.5%	28	-19%	1	39

A different layout for part of the listing above:
mol | D1 potentiator | TRHR PAM | RXFP1 antag | TRHR ag | RXFP1 ag | D2 PAM | Anesthetic bind | D1 agonist | D1 antagonist
O=C(Nc1nc2ccccc2n1Cc1ccc(Cl)cc1)c1ccco1 | -4 | -4 | 8 | 0.3 | 21% | -1 | -18% | 0 | -20
COCCNC(=S)NNc1ccc(Cl)c(C(=O)O)c1 | 2 | -7 | 4 | 0.6 | 0.6% | 3 | 0% | 2 | 3
CCn1cc(CCC(=O)NCc2cccc(OC)c2OC)c2ccccc21 | 0 | 5 | -6 | -2.0 | 0.5% | -7 | -3% | 3 | -10
O=C(O)C1(O)C[C@H](O)C(O)[C@@H](O)C1 (some centres not stated) | -6 | 13 | / | 0.2 | -0.9% | 9 | / | -1 | -8
O=C(O)/C=C/C(=O)Nc1ccc(O)cc1 | -4 | -3 | 2 | 0.2 | -1.7% | -3 | -2% | 1 | -15

(listing goes on)
SMILES	D1 potentiator	TRHR PAM	RXFP1 antag	TRHR ag	RXFP1 ag	D2 PAM	Anesthetic bind	D1 agonist	D1 antagonist
CCOC(=O)C(C)Oc1nc(Oc2ccccc2)nc(N(C)C)n1 (configuration not stated)	-5	0	-9	-1.0	1.2%	16	-21%	0	19
CCn1cc(C(=O)OCC(=O)Nc2cc(Cl)ccc2OC)c(=O)c2ccc(C)nc21	1	-1	/	-1.7	0.1%	-2	0%	-2	0
COc1ccc(C(=O)CCC(=O)N2CCN(c3cc(C)ccc3C)CC2)cc1	-7	-2	-11	-0.1	2.6%	-6	?	7	-13
Cc1nc(-c2ccccc2)sc1C1(C)CC(c2ccc(OC(F)(F)F)cc2)=NO1 (configuration not stated)	-4	-11	/	1.2	-1.0%	13	-9%	13	16
O=C(O)CSc1nnc(-c2ccc(Cl)cc2Cl)n1-c1ccccc1	0	8	-3	0.3	4.9%	14	-1%	2	-3
COc1ccc(NC(=O)N(Cc2ccc3c(c2)OCO3)C2CC(=O)N(c3ccc(OC)cc3)C2=O)cc1 (configuration not stated)	-3	5	26	-0.2	1.8%	/	-7%	1	-8
COc1ccc(CNC(=O)CN(Cc2ccc(OC)cc2)C(=O)CCC(=O)Nc2ccccn2)cc1	-5	2	-4	-0.2	2.3%	-6	0%	2	8
O=C(NCCCN1CCOCC1)c1cc2c([nH]c3ccccc32)c(-c2cccc(Br)c2)n1	5	4	6	1.8	3.1%	-22	188%[activator]	0	-14
COc1ccc(/C=C(\C#N)C(=O)NC(C)c2ccccc2)cc1O (configuration not stated)	6	2	-8	1.3	0.4%	-6	-15%	10	23
CCOc1ccccc1C(=O)Nc1cccc(-c2nnc(-c3ccccc3)o2)c1	-6	-5	-2	0.1	1.4%	6	-10%	0	0
CC(C)(C)OC(=O)NN1CC(=O)N2Cc3ccccc3C[C@@H]2C1=O	11	-3	-8	0.1	3.0%	12	-6%	3	10
N#CCSc1ccccc1NC(=O)COC(=O)Cc1c[nH]c2ccccc12	2	-18	10	3.5	0.1%	3	/	12	-19
COCCNC(=S)N1CCN(Cc2cccc(OC)c2)CC1	-3	-5	3	0.4	0.3%	4	-6%	1	-7
CCn1cc(C(=O)N2CCOCC2)c(=O)c2cc(S(=O)(=O)N(C)C3CCCCC3)ccc21	-6	15	-15	-1.5	-1.4%	32*	6%	4	-13
COc1ccc(/C=C/c2c(-c3cccc(C)c3)oc3ccc(-c4ccc5c(c4)OCO5)cc23)cc1	3	-4	/	0.1	11%	-14	-2%	1	1
Fc1cccc(Nc2nc(Cl)nc(Cl)n2)c1	2	3	1	0.3	0.1%	3	-6%	0	-3
O=c1c2ccsc2ncn1Cc1ccccc1F	-6	0	2	-1.3	4.8%	1	?	2	-1
O=C(/C=C/c1cccnc1)c1cccc(O)c1	-3	3	-22	0.9	1.3%	5	-7%	2	-2
Cc1ccccc1NC(=S)NC(=O)/C=C/c1ccco1	0	-1	-19	-0.6	-3.5%	11	-19%	5	2
COc1ccc(C(=O)Nc2ccc(N3CCOCC3)cc2)cc1S(=O)(=O)NC1CCCC1	-8	1	-17	0.3	-0.5%	-4	-12%	1	-17
FC(F)(F)c1cccc(-c2cc3ccccc3nc2N2CCCC2)c1	-9	2	-18	0.3	1.1%	-1	-5%	4	8
CCOC(=O)C1CCN(C(=O)CN2C(=O)c3ccccc3Sc3ncccc32)CC1	-1	2	3	0.3	-0.9%	2	-8%	4	0
CCOC(=O)CN(C(=O)CSc1nnc2c(n1)[nH]c1ccc(OC)cc12)c1ccc(F)cc1	1	-5	-11	-2.8	1.3%	-27	-14%	2	3
COc1ccccc1OCC(=O)Nc1nc(-c2ccc(Br)cc2)ns1	0	2	6	-0.3	?	6	-7%	2	-8
CCOc1ccc(N(CC(=O)NCc2ccccc2Cl)S(=O)(=O)c2c(C)[nH]c(=O)[nH]c2=O)cc1	-15&-1	0&-3	-25&8	0.2&0.4	0.0%&-0.6%	-5&1	-9%&3%	2&3	4&-7
Cc1ccc2c(c1)N(CC(=O)NCCCN1C(C)CCCC1C)C(=O)c1cccnc1O2 (configuration not stated)	-4	-1	0	0.2	-0.6%	-19	-14%	0	7
O=C(Oc1ccc2c(c1)OCC2=O)c1ccc(Cl)cc1	-3	-2	-60*	1.0	0.5%	-9	-1%	1	-3
COc1ccc(S(=O)(=O)N2CCN(CC(=O)Nc3cccc(OC)c3)CC2)cc1	2	-4	0	-0.4	-1.2%	-6	-12%	0	-5
CC(O)Cc1nsc(NC(=O)c2cccs2)n1 (configuration not stated)	/	3	/	-1.0	-1.4%	8	-9%	5	-4
Cc1cccc(-n2c(SCC(=O)NCc3ccc4c(c3)OCO4)nc3ccccc3c2=O)c1	-3	-3	-3	-0.3	3.7%	-8	-13%	7	-1
Cc1ccc(NC(=O)c2nc[nH]c2C(=O)Nc2ccc(C)cc2)cc1	-6	-7	1	0.2	-3.7%	2	-4%	4	-27
COCCn1nnnc1C(c1cc2cc(C)ccc2[nH]c1=O)N1CCN(C2CCCCC2)CC1 (configuration not stated)	-5	0	-23	-0.6	0.1%	21	-17%	1	-9
COc1ccc(/C=C(/NC(=O)c2ccco2)C(=O)N2CCCCCC2)cc1OC	-2	15	2	0.2	-1.1%	1	-5%	36*	29
CCOC(=O)C1=C(CC)OC(N)=C(C#N)C1c1ccc(OC)cc1OC (configuration not stated)	-5	-4	-11	6.1	2.3%	-2	-7%	14	-6
Cn1ncc(Cl)c1C(=O)NC1C2CC3CC(C2)CC1C3 (configuration not stated)	0	2	-17	-0.4	0.9%	9	?	0	8
O=C(O)CSCC(=O)Nc1ccc(Cl)cc1C(F)(F)F	-3	-2	-8	-0.1	1.7%	5	-9%	1	-2

An excerpt of these results, as a markdown table:
| compound | D1 potentiator | TRHR PAM | RXFP1 antag | TRHR ag | RXFP1 ag | D2 PAM | Anesthetic bind | D1 agonist | D1 antagonist |
| --- | --- | --- | --- | --- | --- | --- | --- | --- | --- |
| COc1ccc(S(=O)(=O)N2CCN(CC(=O)Nc3cccc(OC)c3)CC2)cc1 | 2 | -4 | 0 | -0.4 | -1.2% | -6 | -12% | 0 | -5 |
| CC(O)Cc1nsc(NC(=O)c2cccs2)n1 (configuration not stated) | / | 3 | / | -1.0 | -1.4% | 8 | -9% | 5 | -4 |
| Cc1cccc(-n2c(SCC(=O)NCc3ccc4c(c3)OCO4)nc3ccccc3c2=O)c1 | -3 | -3 | -3 | -0.3 | 3.7% | -8 | -13% | 7 | -1 |
| Cc1ccc(NC(=O)c2nc[nH]c2C(=O)Nc2ccc(C)cc2)cc1 | -6 | -7 | 1 | 0.2 | -3.7% | 2 | -4% | 4 | -27 |

The list goes on:
SMILES	D1 potentiator	TRHR PAM	RXFP1 antag	TRHR ag	RXFP1 ag	D2 PAM	Anesthetic bind	D1 agonist	D1 antagonist
CN(CCc1ccccn1)C(=S)Nc1ccc(Cl)cc1Cl	-3	-5	9	1.5	0.6%	-8	-6%	12	-6
O=C(Nc1ccc(N2CCCCC2)cc1)c1cncc(Br)c1	-10	1	-9	0.8	-0.6%	3	?	5	-5
Cc1ccc(-c2cc(C(=O)Nc3ccc(SC(F)F)cc3)no2)cc1F	0	-8	-3	0.0	0.3%	-1	?	1	8
O=C(O)C1OC(Oc2c(-c3ccc(O)c(O)c3)oc3cc(O)cc(O)c3c2=O)C(O)C(O)C1O (configuration not stated)	-2	22	/	0.4	0.8%	3	-1%	1	6
CCOc1ccc(S(=O)(=O)NCCC(=O)N(C)Cc2cccs2)cc1	/	-2	2	0.3	0.7%	-9	/	0	-12
O=C(NCc1ccccc1)c1ccc(NC(=O)c2ccco2)cc1	-16	-4	-5	1.5	0.1%	0	-16%	0	16

This is a subset, so the mix of outcomes need not match the whole.
